HCV core dimer: inhibitors of HCV core protein dimerization, primary screen, biochemical, TR-FRET, high-throughput | 0.33% of 300,000 active | TR-FRET GST/Flag-core106 dimerization, 1536-well | AID 1899, 2009 | inhibition, % at 5 µM;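 active means inhibition above the mean of all tested compounds plus 3 SD, set per screening campaign, cut at about 45% in these data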
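Assay system: Tagged HCV core106 pair (GST and Flag) | Buffer or medium: KF-containing HEPES buffer, pH 7.45, DTT, CHAPS, BSA | Also added: Eu donor and XL665 acceptor anti-tag antibodies | Dosing: One concentration, 5 µM, in 0.5% DMSO | Timing: 4 h at 22.5 °C | Technique: TR-FRET 671 and 617 nm emission | Repeats: Singlicate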
Efflux pump mplx: inhibitors of Candida efflux pumps in yeast, primary screen, S. cerevisiae, Nile Red, multiplex | S. cerevisiae Candida pump triplex | inhibition, % at 10 µM | 0.44% of 330,000 active | AID 485275, 2010;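 active means plate passing quality check with inhibition over a set limit, or well fluorescence over plate mean plus 4 SD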;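 further: Nile Red retained in pooled yeast measured as flow cytometry median fluorescence; 0% = buffer negative control and 100% = Enniatin B positive control; higher means more Nile Red kept so more efflux inhibition; some compounds called inactive have numbers as strong as hits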
TPT1 inhibitor: Candida albicans TPT1 enzyme inhibitors, primary screen, biochemical, fluorescence polarization. 0.81% of 300,000 active. AID 1962, 2009. inhibition, % at 5 µM. recombinant caTPT1, FP RNA substrate dephosphorylation;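 active means inhibition above the mean of all tested compounds plus 3 SD, set per screening campaign, cut at about 24% in these data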;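 further: plate controls were DMSO alone for no effect and ferristatin control at 100 nM for full effect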
proCasp7 act: procaspase-7 activators, primary screen, counter-screen for procaspase-3 activator project, biochemical, absorbance, HTS, human; Caspase-7 (Homo sapiens), P55210; activation, % at 8.5 µM; recombinant procaspase-7, Ac-DEVD-pNA absorbance 405 nm; D23A/D198A/D206A triple mutant, cannot self-cleave; scale: DMSO 0, 5 µM enzyme 100; 0.093% of 330,000 active;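 active means percent activation above the screen-wide mean plus 3 SD, cut at about 25% in these data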
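Assay system: Uncleavable procaspase-7 mutant enzyme; Input: 2 µM procaspase-7 mutant as dispensed; Also added: DEVD-pNA substrate; Medium: Zinc-free HEPES pH 7.4 with 300 mM NaCl, 0.01% Triton X-100; Timing: 1 h compound preincubation, 2 h substrate cleavage, 25 °C; Measured by: Epi-absorbance of released pNA at 405 nm, two timepoints.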
procasp3 activ: activators of human procaspase-3 D3A mutant, primary screen, biochemical, absorbance, PC-3 D3A mutant, single concentration. Caspase-3 (Homo sapiens), P42574. recombinant procaspase-3 D3A, Ac-DEVD-pNA absorbance 405 nm. activation, % at 8.5 µM. 0.11% of 330,000 active;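 active means activation above the mean of all tested compounds plus 3 SD, cut at about 21% in these data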;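 further: 0% = DMSO alone and 100% = DMSO wells spiked with extra 5 µM PC-3 D3A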
Target sequence (P42574 whole entry D9A/D28A/D175A): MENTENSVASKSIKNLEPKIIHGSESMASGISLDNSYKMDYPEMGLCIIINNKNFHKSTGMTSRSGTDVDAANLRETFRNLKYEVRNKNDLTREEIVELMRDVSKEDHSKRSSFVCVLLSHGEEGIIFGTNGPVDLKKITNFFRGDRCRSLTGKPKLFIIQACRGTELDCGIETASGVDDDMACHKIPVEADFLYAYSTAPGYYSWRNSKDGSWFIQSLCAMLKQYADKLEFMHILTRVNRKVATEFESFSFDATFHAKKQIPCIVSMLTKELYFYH
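Assay system – Procaspase-3 D3A mutant, all three cleavage aspartates alanine · Controls – DMSO-only low control, 5 µM PC-3 D3A high control · Schedule – 1 h compound preincubation, 2 h substrate hydrolysis at 25 °C · Signal – 405 nm absorbance of p-nitroaniline, reads at 0 and 120 min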
JMJD2C inh: inhibitors of GASC-1 histone demethylase, primary screen, biochemical, fluorescence, DELFIA europium; Lysine-specific demethylase 4C (Homo sapiens), Q9H3R0; GST-JMJD2C(1-420) H3K9me3 demethylation; inhibition, % at 2.35 µM; 0.069% of 330,000 active;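 active means more than half of a compound's replicate wells show inhibition beyond 50%, single wells judged on their own value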;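 further: signal counts dimethyl H3K9 product captured on neutravidin plate; 0% = median of DMSO wells and 100% = 0.3 times that DMSO median; strong numbers were not always called active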
CTSL1 counter: Fasciola hepatica cathepsin L1 inhibitors, primary screen, counter-screen for PFM18AAP inhibitor project, biochemical, QFRET, fluorogenic peptide substrate; inhibition, % at 5.96 µM; 0.49% of 300,000 active; recombinant F. hepatica cathepsin L1, Z-Leu-Arg-MCA fluorescence;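 active means inhibition above the mean of all tested compounds plus 3 SD, set per screening campaign, cut at about 17% in these data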;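 further: 0% = plate median of test compound wells and 100% = 1 µM Z-Phe-Ala-diazomethylketone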
PP1 counter: PP1-alpha phosphatase inhibitors, primary screen, counter-screen for PP5 inhibitor project, biochemical, fluorescence, OMFP substrate, single point; Serine/threonine-protein phosphatase PP1-alpha catalytic subunit (Homo sapiens), P62136; purified PP1alpha; inhibition, % at 6.7 µM; 0.9% of 320,000 active; AID 2235, 2010;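 active means inhibition above the mean inhibition of all tested compounds plus 3 SD, computed separately for each screening campaign, cut at about 15% in these data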
Target sequence (P62136 whole entry, looked up): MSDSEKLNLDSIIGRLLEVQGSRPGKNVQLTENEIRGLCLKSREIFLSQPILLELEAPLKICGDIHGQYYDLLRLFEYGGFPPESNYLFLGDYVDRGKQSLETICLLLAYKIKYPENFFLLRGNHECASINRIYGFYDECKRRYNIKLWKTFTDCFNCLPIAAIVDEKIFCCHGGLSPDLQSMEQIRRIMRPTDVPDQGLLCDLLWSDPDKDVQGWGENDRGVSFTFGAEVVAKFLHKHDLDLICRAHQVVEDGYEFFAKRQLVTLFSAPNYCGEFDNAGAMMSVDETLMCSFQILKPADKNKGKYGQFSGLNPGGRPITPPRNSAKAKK
PP5 inh: PP5 phosphatase inhibitors, primary screen, biochemical, fluorescence; Serine/threonine-protein phosphatase 5 (Homo sapiens), P53041; 0.18% of 320,000 active; inhibition, % at 6.7 µM; purified PP5c, OMFP substrate fluorescence;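 active means inhibition above the campaign's mean inhibition across all tested compounds plus 3 SD, cut at about 9.5% in these data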;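 further: 0% = DMSO only and 100% = 100 µM cantharidin control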
Target sequence (P53041 whole entry, looked up): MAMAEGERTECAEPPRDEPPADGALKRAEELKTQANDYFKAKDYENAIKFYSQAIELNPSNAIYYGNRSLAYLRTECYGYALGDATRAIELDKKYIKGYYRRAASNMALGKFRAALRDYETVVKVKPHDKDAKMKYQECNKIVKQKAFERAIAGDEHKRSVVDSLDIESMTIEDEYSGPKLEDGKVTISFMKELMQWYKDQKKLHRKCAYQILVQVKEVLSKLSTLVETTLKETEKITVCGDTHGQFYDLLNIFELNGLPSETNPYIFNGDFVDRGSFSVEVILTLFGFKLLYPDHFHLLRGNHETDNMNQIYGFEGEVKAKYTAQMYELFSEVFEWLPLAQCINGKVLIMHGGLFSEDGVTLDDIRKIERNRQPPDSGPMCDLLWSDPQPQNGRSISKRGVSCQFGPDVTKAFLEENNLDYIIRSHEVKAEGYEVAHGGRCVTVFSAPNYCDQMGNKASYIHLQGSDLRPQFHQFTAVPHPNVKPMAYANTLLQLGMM
An asterisk follows results filed as active; i = inactive; . = no result given.

SMILES	HCV core dimer	Efflux pump mplx	TPT1 inhibitor	proCasp7 act	procasp3 activ	JMJD2C inh	CTSL1 counter	PP1 counter	PP5 inh
O=C(NCc1ccc(Cl)s1)c1cc(COc2c(F)cccc2F)on1	5	0.1	1	-1	2	-14	-10	1	3.4
CN1CCN(S(=O)(=O)c2ccc3c(c2)C(C)(C)C(=O)N3C)CC1	1	0.0	-1	-1	5	-2	-4	0	2.4
COc1ccc(S(=O)(=O)N2CCCCCC2)cc1C(=O)N(C)CC(=O)Nc1c(Cl)cccc1Cl	3	-0.1	4	2	5	167	5	-6	-1.9
CC(Oc1cccc(Cl)c1)C(=O)Nc1cc(=O)n(C)c(=O)n1C (stereo not given)	1	-0.1	0	8	1	4	1	-5	-1.8
Cc1cc(C)n2ncc(C(=O)Nc3ccc4c(c3)OCO4)c2n1	2	0.2	3	13	2	-16	-1	-3	2.7
CC(=O)N1N=C(C)CC1c1ccc(OCc2ccccc2)cc1 (stereo not given)	7	0.1	0	10	8	1	0	-2	-1.4
Cc1nn(C)c(C)c1S(=O)(=O)N(CC(=O)NCc1cccs1)c1ccc(C(C)C)cc1	1	0.0	-5	5	10	.	-4	2	1.7
O=C(CN1CCOCC1)Nc1ccc(Oc2ccc(NC(=O)CN3CCOCC3)cc2)cc1	-3	0.2	2	7	4	7	-2	-4	1.2
CCOc1ccc2[nH]c(C)cc(=O)c2c1	-3	0.0	0	1	2	-16	-1	1	0.8
COCCCNC(=O)c1ccc2c(c1)CCN2S(C)(=O)=O	3	-0.1	-3	4	5	33	2	-3	0.9
CNC(=O)CC1C(=O)N(C)C(=S)N1NC(=O)c1ccccc1 (stereo not given)	-2	0.0	-3	0	-12	12	-1	-4	0.1
COC(=O)c1ccccc1NC(=O)NC1CCCC1	-10	-0.1	-3	6	-4	1	-3	-3	-1.7
O=C(Nc1ncc(S(=O)(=O)c2ccc([N+](=O)[O-])cc2)s1)c1cccc2ccccc12	45	0.3	-2	1	-8	-4	1	-1	4.1
Cc1ccc(/C=C2/C(=O)N(c3ccccc3)C(=S)N2C)o1	8	-0.1	2	-35	-31	4	1	2	2.6
Cc1c(C(Nc2ccccn2)c2ccccc2)c(=O)n(-c2ccccc2)n1C (stereo not given)	-3	-0.2	-4	2	8	2	-1	-1	-0.9
Cc1nc2sc(C(c3cccc(F)c3)N3CCOCC3)c(O)n2n1 (stereo not given)	-3	0.0	-2	-3	2	43	1	1	-0.1
Cc1[nH]c2ccccc2c1/C=C(\C#N)C(=O)NC1CC1	-11	-0.1	-4	-2	9	-18	0	-2	1.8
COc1ccc(CCC(=O)NNC(=O)c2ccc(OC)cc2)cc1	-3	-0.2	5	-11	-6	11	-1	-3	-3.1
COC(=O)c1cc(C)sc1NC(=O)C1CC(=O)NN1Cc1ccccc1 (stereo not given)	-1	0.0	-2	-7	7	23	-1	-2	0.7
OCCN(CCO)Cc1ccc(Br)cc1	-2	0.1	0	6	-5	-5	1	2	3.3
Cc1cc(C)nc(SCC(=O)N2CCc3ccccc32)n1	1	-2.8	0	1	5	-8	-10	-1	0.8
Cn1c(CN2CCOCC2)nnc1SCC(=O)Nc1nccs1	-1	0.0	-2	9	5	5	0	1	-0.8
O=C(CCc1c[nH]c2ccccc12)Nc1ccc(S(=O)(=O)Nc2ncccn2)cc1	-3	0.3	7	-7	-4	i	-4	2	-1.1
NS(=O)(=O)c1ccc(NC(=O)C2Cc3ccccc3C(=O)O2)cc1 (stereo not given)	0	-0.1	-2	-2	3	-2	1	0	-0.5
CC1CCN(CC(=O)Nc2cccc([N+](=O)[O-])c2)CC1	-3	0.0	1	11	-6	-2	7	10	1.5

Further results follow:
SMILES	HCV core dimer	Efflux pump mplx	TPT1 inhibitor	proCasp7 act	procasp3 activ	JMJD2C inh	CTSL1 counter	PP1 counter	PP5 inh
O=C(Nc1ccccc1)ON=C1c2ccccc2-c2ccccc21	-3	-0.2	1	10	2	162	5	-1	3.5
COc1ccc(-n2c(-c3ccc(Cl)cc3)c[n+]3c2CCCCC3)cc1	-2	0.0	1	5	-5	-29	-1	-5	-0.7
COCCn1nnnc1C(c1ccccn1)N1CCN(c2cc(C)ccc2C)CC1 (stereo not given)	2	0.1	1	4	3	20	-1	-2	-0.2
Cc1cccc(N2C(=O)CSC2c2cccnc2)c1 (stereo not given)	2	-1.1	2	7	-20	-5	-5	-1	-0.3
Cc1occc1C(=O)NNC(=O)C(c1ccccc1)c1ccccc1	-3	0.1	1	-14	5	0	4	3	3.1
CCOc1ccc(NC(=O)C2CC(C)=C(C)CC2C(=O)O)cc1 (stereo not given)	-5	0.1	-4	10	3	.	-2	0	-0.4
C/C(=N\Nc1ccc([N+](=O)[O-])cc1)c1cccc(N)c1	-8	-0.2	13	-24	-18	-7	2	-1	3.6
O=C(c1ccc(NS(=O)(=O)/C=C/c2ccccc2)cc1)N1CCCCC1	-7	-0.1	-4	6	-3	2	5	-5	1.0
CC12CCC(=O)N1C(C(=O)OCC(=O)Nc1cc(S(=O)(=O)N3CCCCC3)ccc1Cl)CS2 (stereo not given)	-6	0.1	5	-3	-6	4	-5	0	-0.3
O=C(COC(=O)c1ccco1)Nc1ccc2c(c1)OCO2	15	0.0	3	-1	-3	2	-9	2	2.0
NCCc1nnc(SCC(=O)c2ccc(Cl)cc2)o1	-1	0.1	1	5	-1	3	1	-3	-0.8
CC1=CC(C)C2(COC(=O)Nc3ccccc3)COC(C)C1C2C (stereo not given)	0	0.1	6	-6	-5	-32	-2	-1	4.5
O=C(O)c1ccccc1NS(=O)(=O)c1cccc2nsnc12	1	0.7*	-3	-1	-7	-15	-10	-2	-0.8
O=C(Nc1ccc(NC(=O)c2cc3ccccc3o2)cc1)c1ccc2c(c1)OCCO2	12	0.2	0	-7	1	1	2	-4	0.3
Cc1nnc2sc(SCc3ccccc3Cl)nn2c1=O	-2	0.0	-2	5	-4	-9	-1	-1	0.3
COc1ccc(/C=N/Nc2nonc2N)c(OC)c1	-7	-0.1	-2	0	2	-2	5	3	2.8
Cc1nnsc1C(=O)Nc1ccccc1	-4	0.1	1	12	7	-34	1	2	2.0
COc1ccc(CNCC(O)COc2ccc(C(C)(C)c3ccccc3)cc2)cc1 (stereo not given)	-8	0.1	0	-7	-5	-16	1	24*	3.4
O=C(/C=C/c1cccs1)N1CCC2(CC1)Oc1ccc(Cl)cc1C(=O)C21CC(c2ccccc2)=NO1 (stereo not given)	37	0.1	-3	7	-6	0	2	4	2.7
CC(C)(C)OC(=O)N/N=C/c1cn(-c2ccccc2)nc1-c1cccnc1	1	0.0	1	-4	0	5	1	1	0.5
C=CCN(CC(=O)NC1CCS(=O)(=O)C1)S(=O)(=O)c1ccccc1C(F)(F)F (stereo not given)	-4	-0.2	-1	3	10	-4	2	-2	-0.5
CCN(CC)S(=O)(=O)c1ccc(OC)c(NC(=O)c2ccc(N3CCCC3=O)cc2)c1	.	0.1	.	-7	10	.	.	0	0.0
COc1ccc(C(=O)N2CCN(C(=O)Cc3ccccc3)CC2)cc1	4	0.0	-3	-9	5	-3	-3	-1	0.1
CCN(CC)C(=O)c1sc(NC(=O)C(C)C)c(C#N)c1C	-1	-0.1	0	5	-2	-6	1	3	0.3
CCCN(CCC(=O)Nc1ccccc1F)CC1CC1	-9	0.0	-2	-1	-7	23	7	4	-1.5

Later entries:
SMILES	HCV core dimer	Efflux pump mplx	TPT1 inhibitor	proCasp7 act	procasp3 activ	JMJD2C inh	CTSL1 counter	PP1 counter	PP5 inh
COc1ccccc1OC(=O)c1ccc(SC)cc1OC	8	0.2	-3	0	2	11	-4	6	4.1
Cc1cc(C(=O)CS(=O)(=O)c2ccccc2)cc(C)c1O	-1	0.1	-1	13	5	1	2	-3	0.3
Cc1ccc2nc(N3CCN(S(=O)(=O)c4ccc(C)c(Cl)c4)CC3)c(C#N)cc2c1	62*	-0.3	1	-8	9	-5	-2	-5	1.3
COc1cc(NC(=O)c2cccs2)c(C(=O)OCC(=O)c2cc(C)n(-c3ccccc3)c2C)cc1OC	20	-2.2	0	2	13	-2	-3	0	1.1
Cc1n[nH]c(C)c1S(=O)(=O)N1CCCC(C(=O)Nc2ccc3c(c2)OCCO3)C1 (stereo not given)	-5	-0.1	-2	-5	-3	4	-1	-4	-1.5
Cc1sc2ncn(C(C)C(=O)OC3CCCCC3)c(=O)c2c1C (stereo not given)	1	0.2	-7	1	-1	10	3	3	3.5
Cc1cc(S(=O)(=O)N2CCCOC2CNC(=O)C(=O)NCCc2ccco2)ccc1F (stereo not given)	1	-0.5	1	2	8	1	0	6	-0.4
CCN(CC)S(=O)(=O)c1ccc(N2CCCC2)c(NC(=O)Cc2c(F)cccc2Cl)c1	3	-0.5	3	6	-5	-6	0	1	3.0
COc1cccc(CNC(=O)CCS(=O)(=O)c2cccc3nsnc23)c1	-7	-0.1	1	9	18	4	-1	1	0.3
C/C(=N/NC(=O)c1ccco1)c1cccc(NC(=O)c2ccc(C)s2)c1	-6	0.3	-1	1	-9	-16	-5	0	0.7
CCN(CC)c1ccc(NC(=O)c2cccc(C)c2)cc1S(=O)(=O)Nc1ccccc1OC	25	0.1	1	-19	-6	4	3	3	2.8
O=c1[nH]c2ccccc2n2c(-c3ccccc3)nnc12	-25	0.0	-2	-40	-22	27	-1	0	1.6
COc1cc(C2NC(=S)NC(c3ccccc3)=C2C(C)=O)cc(Cl)c1OCC(=O)O (stereo not given)	-1	0.0	-4	-14	-9	-19	-1	-1	0.4
COc1ccc(C(=O)Nc2cc3c4c(c2)C(C)C(=O)N4CCC3)cc1 (stereo not given)	-1	-0.2	-4	6	0	71	7	2	1.5

Some of these compounds in order of their number in JMJD2C inh, highest first.
compound	HCV core dimer	Efflux pump mplx	TPT1 inhibitor	procasp3 activ	JMJD2C inh	PP5 inh
O=c1[nH]c2ccccc2n2c(-c3ccccc3)nnc12	-25	0.0	-2	-22	27	1.6
CCN(CC)c1ccc(NC(=O)c2cccc(C)c2)cc1S(=O)(=O)Nc1ccccc1OC	25	0.1	1	-6	4	2.8
CCN(CC)S(=O)(=O)c1ccc(N2CCCC2)c(NC(=O)Cc2c(F)cccc2Cl)c1	3	-0.5	3	-5	-6	3.0

Bioassay records from PubChem BioAssay.
